mIDH1 inhibitor – inhibitors of human mutant IDH1 R132H | IDH1-R132H enzyme, NADPH consumption, diaphorase/resazurin fluorescence | 390,000 tested, 0.093% active | Potency, µM (doses to about 76.6 µM), without a hit: at the top dose activity change, negative = inhibition, usual class: inhibitors | O75874; note: potency is the fitted concentration of half-maximal effect; % is set by controls: 0 for no effect and ±100 for the full control effect; nearly all actives have a fitted effect of over 65% in size
Target sequence (O75874 whole entry R132H, stated change not applied): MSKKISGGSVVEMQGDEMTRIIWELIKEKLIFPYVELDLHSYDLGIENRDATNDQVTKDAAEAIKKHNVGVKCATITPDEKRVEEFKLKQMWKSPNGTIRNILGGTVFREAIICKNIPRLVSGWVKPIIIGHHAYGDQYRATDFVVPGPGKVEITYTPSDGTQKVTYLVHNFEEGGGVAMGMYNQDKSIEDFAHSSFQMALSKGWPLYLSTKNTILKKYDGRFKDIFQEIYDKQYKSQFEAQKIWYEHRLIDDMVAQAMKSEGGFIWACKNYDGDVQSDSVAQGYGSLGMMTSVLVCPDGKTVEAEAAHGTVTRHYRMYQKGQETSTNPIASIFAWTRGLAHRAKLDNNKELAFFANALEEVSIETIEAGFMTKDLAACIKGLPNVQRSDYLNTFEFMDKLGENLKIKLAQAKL
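IDH1-R132H (0.5 ug/mL dispensed) in pH 7.5 Tris buffer was preincubated 30 min with compound, then given a substrate mix of 0.016 mM NADPH and 2 mM alpha-KG for 80 min at room temperature; remaining NADPH was read by diaphorase/resazurin fluorescence.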
Vif-APOBEC3F blk – inhibitors of Vif-A3F interaction; 390,000 tested, 0.2% active; HeLa A3F-eYFP + Vif (tagged APOBEC3F with the HIV-1 protein that degrades it), YFP fluorescence increase; Potency, µM (doses to about 46.1 µM), for inactives: at the highest dose activity, negative = active; AID 602313; note: potency is the fitted concentration of half-maximal effect; % of control where 0% means no effect; nearly all actives have a fitted effect of over 65% in size
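Fluorescence increase (Ex 488/Em 500-530) after overnight compound treatment at 37 deg C flags inhibition of Vif-driven A3F-eYFP loss in stable HeLa A3F-eYFP/Vif cells seeded overnight beforehand.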
RGS4 inh – blocks human RGS4-accelerated GTP hydrolysis; 390,000 tested, 0.039% active; Transcreener GDP fluorescence polarization, RGS4-accelerated GTP hydrolysis; Potency, µM (highest dose often 114 µM), for the others: at the top dose activity change, negative = inhibition, usual class: inhibitors; P49798; AID 504845; note: potency is the fitted concentration of half-maximal effect; % is set by controls: 0 for no effect and ±100 for the full control effect; nearly all actives have a fitted effect of over 75% in size; some results filed as inactive show a strong effect at the top dose
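MLSMR compounds (23 nl, pin-transferred) preincubated 10 min at room temperature with a 500nM (2x) first reagent, then RGS4 at 900nM (2x) plus Transcreener GDP mix added; fluorescence polarization (620/688 nm) read before and after 90 min at 30 °C.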
Vif-APOBEC3G blk – blocks the Vif interaction with human APOBEC3G; 410,000 tested, 0.076% active; Potency, µM (doses to about 46.1 µM), inactives show at the highest dose activity, negative = active, usual class: inhibitors; HeLa A3G-eYFP + Vif (tagged APOBEC3G with the HIV-1 protein that degrades it), YFP fluorescence, overnight; Q9HC16;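 note: potency is the fitted concentration of half-maximal effect; % is set by controls: 0 for no effect and ±100 for the full control effect; nearly all actives have a fitted effect of over 60% in size; hits raise eYFP signal because A3G escapes Vif-driven loss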
Target sequence (Q9HC16 whole entry, looked up): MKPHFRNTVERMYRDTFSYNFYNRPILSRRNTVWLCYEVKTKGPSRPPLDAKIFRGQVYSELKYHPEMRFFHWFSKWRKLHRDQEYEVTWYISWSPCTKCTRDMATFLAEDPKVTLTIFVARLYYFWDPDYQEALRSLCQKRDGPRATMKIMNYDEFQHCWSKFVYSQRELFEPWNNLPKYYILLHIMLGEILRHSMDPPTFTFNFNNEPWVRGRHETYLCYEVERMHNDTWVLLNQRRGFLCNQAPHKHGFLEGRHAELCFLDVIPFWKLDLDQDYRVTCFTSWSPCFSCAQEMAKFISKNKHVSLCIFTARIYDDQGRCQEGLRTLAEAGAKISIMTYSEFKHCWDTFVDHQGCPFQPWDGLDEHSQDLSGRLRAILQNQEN
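HeLa cells stably expressing Vif and C-terminally eYFP-tagged A3G, seeded overnight at 37 deg C, then exposed to compound by pintool overnight at 37 deg C. Rise in yellow fluorescence (Ex 488/Em 500-530, Acumen) marks blocked Vif-driven A3G degradation.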
GRP78 ERSR act – induces the endoplasmic reticulum stress response in human glioma cells; U87-MG GRP78 promoter luciferase reporter, 16 h; Potency, µM, inactives show top-dose activation, hits mostly activators; 420,000 tested, 0.02% active; note: potency is the fitted concentration of half-maximal effect; series mostly up to about 76 µM; % of control where 0% means no effect; nearly all actives have a fitted effect of over 35% in size
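Stably transfected U87-MG human glioma cells carrying a GRP78-based luminescent sensor were seeded at 1000 cells/well, pin-dosed with compounds and incubated 16 h. Luciferase reagent was then added, and end-point luminescence was read after 10 min at room temperature.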
TrxR1 substrate – rat thioredoxin reductase 1 substrate activity; O89049; purified TrxR1 substrate turnover, NADPH consumption readout; Potency, µM (highest dose often 114 µM), for inactives: at the highest dose activity change, negative = substrate turnover; 390,000 tested, 0.01% active; AID 588456; note: potency is the fitted concentration of half-maximal effect; % is set by controls: 0 for no effect and ±100 for the full control effect; nearly all actives have a fitted effect of over 50% in size
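Rat TrxR1, dispensed at 90 nM, was prereduced with 400 uM NADPH (final) for 5 min at ~22 deg C, then incubated with compound 15 min before 400 uM selenite. A first-read NADPH fluorescence drop versus no-compound background flagged substrates.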
LDHA block – inhibitors of human lactate dehydrogenase A; P00338; purified LDHA, NADH/diaphorase-resazurin fluorescence; hits give low values; activity change, % (values are at about 110 or 230 µM); 480,000 tested, 0.15% active; AID 1347041; in the data active = activity change below about -30%; inconclusive = mostly about -25% to -30%;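 note: plate controls were DMSO wells for no effect and wells without enzyme for full effect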
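Human LDH5 (2 nM) was incubated with 0.06 mM NADH and 0.2 mM pyruvate for 5 min at room temperature in Tris pH 7.4. Remaining NADH was coupled through diaphorase/resazurin, and resorufin fluorescence was read at 0 and 20 min.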
USP1 inh – blocks the human USP1/UAF1 deubiquitinase complex; recombinant USP1/UAF1, Ub-Rhodamine cleavage fluorescence; Potency, µM (series often up to 57.1 µM), inactives show at the highest dose activity change, negative = inhibition, hits mostly inhibitors; 390,000 tested, 0.23% active; AID 743255; note: potency is the fitted concentration of half-maximal effect; % is set by controls: 0 for no effect and ±100 for the full control effect; nearly all actives have a fitted effect of over 60% in size; inactives centre near -12
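USP1/UAF1 complex at 1 nM was preincubated with compound for 15 min at room temperature, then Ub-Rho substrate (150nM final) was added. Fluorescence (480/540 nm) was read kinetically, 6 reads every 60 seconds.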
rTrxR1 inhibitor – rat TrxR1 inhibition | O89049 | 390,000 tested, 1% active | AID 588453 | recombinant rTrxR1, NADPH fluorescence consumption, selenite substrate | Potency, µM (titrated, usually from 114 µM), inactives show at the highest dose activity change, negative = inhibition, hits mostly inhibitors; note: potency is the fitted concentration of half-maximal effect; % is set by controls: 0 for no effect and ±100 for the full control effect; nearly all actives have a fitted effect of over 65% in size
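Rat TrxR1 (90 nM in the dispensed reagent) was pre-reduced with 400 uM NADPH for 5 min at room temperature, then incubated with compound for 15 min. After 400 uM selenite was added, NADPH fluorescence (Ex 340/Em 450 nm) was followed for 8 min.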
* = called active by the depositor; ? = inconclusive; nt = no result given; & = joins results of further samples; [ ] = another dose, or the depositor's remark. Unless noted, calls come from the whole dose curve; as a rule, active = well fitted curve in the direction sought with a large enough effect; inconclusive = small, poorly fitted or top-dose-only effect, or another doubt; inactive = no such curve, though single readings can be large; an effect the other way counts as inactive or inconclusive. A portion of the library. The share of hits here may be higher or lower than overall.

SMILES	mIDH1 inhibitor	Vif-APOBEC3F blk	RGS4 inh	Vif-APOBEC3G blk	GRP78 ERSR act	TrxR1 substrate	LDHA block	USP1 inh	rTrxR1 inhibitor
COc1cccc(CN(C(=O)c2ccccc2)C2CCS(=O)(=O)C2)c1 (stereo unspecified)	9%	-4%	-21%	0%	5%	-4%	1	-16%	-7%
CC(=O)Nc1cc(C(=O)N(C)Cc2ccccc2)ccc1S(=O)(=O)c1ccc(C)cc1	12%	5%	-2%	-9%	-1%	1%	-5	-20%	13%
CCC/C(=N\NC(=O)c1ccc(OC)c(OC)c1)c1ccccc1	0%	1%	13%	0%	-3%	4%	-3	-22%	24%
Cc1cc(N2CCN(C)CC2)nc(N2CCOCC2)n1	9%	-5%	10%	2%	-5%	-6%	-8	-15%	-13%
COC(=O)N1C/C=C\C(c2ccc(OC)cc2)N(Cc2ccc(F)cc2)C(=O)C1 (stereo unspecified)	10%	3%	-16%&-4%	-3%&3%	-4%&-5%	5%&9%	0	-24%	15%&29%
CCOc1ccc(CN(C)CC(=O)NCc2ccccc2Cl)cc1	5%	-10%	13%	0%	-1%	1%[57.1 µM]	-1	-9%	16%[57.1 µM]
Cc1nc2ccc([N+](=O)[O-])cc2c(=O)n1Cc1cccc(Br)c1	-9%	-1%	-6%	-12%	-7%	-6%	-6	-11%	15%
COc1ccc(C2NC(=O)C(=O)/C2=C(\O)c2ccc(Cl)cc2)cc1OC (stereo unspecified)	-8%	12%	-1%	0%	-3%	?	0	-21%	?
Cc1cc(=O)oc2cc(OCC(=O)NCc3cccnc3)ccc12	19%	-2%	25%	-2%	-1%	25%	-7	2%	-18%
COC(=O)CN1C(=O)CSc2ccc(S(=O)(=O)Nc3cc(C)ccc3C)cc21	3%	-1%	6%	-1%	-2%	-2%	6&2	-7%	7%
O=C(/C=C/c1cccc2ccccc12)N1CCOCC1	-9%	0%	-27%	-2%	1%	7%[57.1 µM]	-10	-1%	1%[11.4 µM]
Cc1cc(OC(C)C)nc(NCc2ccccc2)n1	2%	-15%	-28%	?	-2%	7%[57.1 µM]	-9	-25%	5%[57.1 µM]
COC(=O)C1=C(C)N(Cc2ccco2)C(=O)C1	-1%	-9%	?	0%	-6%	0%	3	-10%	?
COc1cc(/C=C/C(=O)OCC(=O)Nc2ccc(C)c(S(=O)(=O)N3CCCCC3)c2)ccc1O	1%	-2%	?	0%	1%	11%[57.1 µM]	0	-8%	-1%[57.1 µM]
CCCn1c(N)c(C(=O)CN(C)CC(=O)Nc2c(C)cc(C)cc2C)c(=O)[nH]c1=O	3%	4%	-35%	1%	-5%	-6%	-5	-17%	-1%
Cc1cccc(NC(=O)CCC(=O)Nc2nnc(C(F)(F)F)s2)c1	4%	6%	2%	1%	-2%	0%	-9	-11%	11%
O=C1COc2ccc(S(=O)(=O)Nc3ccc(OC(F)(F)F)cc3)cc2N1	5%	-3%	11%	1%	-2%	-11%	-1	-23%	-4%
CCN(c1ccccc1)S(=O)(=O)c1ccc(NC(=O)c2nc(S(C)(=O)=O)ncc2Cl)cc1	0%&0%	1%&4%	?	?	-16%&-10%	-3%&-2%	-4&0	-12%&-17%	0.4µM*
COc1cc(CNC(C)c2ccccc2)cc(Cl)c1OCC(=O)Nc1ccccc1 (stereo unspecified)	0%	1%	29%	0%	-3%	-4%[57.1 µM]	-5	-1%	15%[57.1 µM]
CCOc1ccccc1NC(=O)CN1C(=O)C2(SCC(=O)N2c2cccc(F)c2)c2ccccc21 (stereo unspecified)	11%	-21%	-24%	0%	-3%	0%	-8&2	-24%	11%
O=[N+]([O-])c1ccc(N2CCOCC2)c([N+](=O)[O-])c1	-1%	-11%	14%	-1%	-6%	5%[57.1 µM]	-7	-3%	-5%[2.29 µM]
C=CCc1cccc2cc(C(=O)NCCOC)c(=O)oc12	1%	-4%	2%	-5%	-4%	19%	-5	-13%	9%
CN(C)/C=C(/C(=O)c1ccc(Cl)cc1Cl)S(=O)(=O)c1ccccc1	6%	-2%	-39%	-5%	3%	-2%	-4	-17%	-10%
Cc1sc2ncnc(N(C)Cc3ccco3)c2c1C	8%	0%	-21%	3%	-1%	-1%	-10	-30%	-16%
COc1cccc(/C=C/C(=O)OCC(=O)NC2CC2)c1	-13%	0%	-21%	-17%	1%	46%[activator]	0	-3%	11%
CC1=NN(c2ccc(C(=O)O)cc2)C(=O)CC1	0%	0%	-34%	2%	1%	5%[57.1 µM]	4	-17%	24%[57.1 µM]
C[C@H]1CN(c2ccccc2)C(=O)[C@@H]1CC(=O)Nc1ccc(Br)cc1	3%	1%	nt	3%	-7%	nt	-3	-4%	nt
COn1c(=O)c(-c2ccc(F)cc2)[n+]([O-])c2ccccc21	4%	0%	-20%	0%	0%	11%[57.1 µM]	-2	-16%	1%[57.1 µM]
Clc1ccccc1Cn1nnc2c(NCC3CC3)ncnc21	-4%	-6%	19%	0%	0%	9%	-12	2%	22%
Cc1ccc(S(=O)(=O)N(C)c2ccc(OC(=O)CN3C(=O)NC4(CCCC4)C3=O)cc2)cc1C	6%	5%	12%	2%	-3%	2%	-11	-8%	16%
CC(C(=O)O)n1c2ccccc2c2cnn(C)c(=O)c21 (stereo unspecified)	8%	-2%	-13%	0%	-5%	5%	1	-20%	-20%
Cc1ccc(NC(=O)NCc2ccccn2)cc1	-3%	-38%	0%	-5%	4%	4%	-8	-9%	26%
COC(=O)COc1ccc(S(=O)(=O)N2CCc3ccccc3C2)cc1	1%	-2%	-19%	0%	-3%	10%	-4	11%	31%
O=C(/C=N/O)NCCCN1CCOCC1	2%	-5%	10%	-6%	-7%	-10%	-5	-9%	-12%
CCC(OC(=O)CCc1nc2ccccc2[nH]c1=O)C(=O)c1ccccc1 (stereo unspecified)	0%	-7%	-2%	4%	-3%	7%	10	-20%	9%
Cc1cccc(C)c1OCC(=O)N(Cc1ccco1)Cc1ccco1	3%	-3%	-16%	-5%	-3%	-5%	-4	-10%	-1%
O=C(NCCN1CCOCC1)c1c[nH]c2ccc(S(=O)(=O)N3CCOCC3)cc2c1=O	-2%	-5%	24%	1%	-7%	14%	-5	4%	-8%
CCCc1cc(=O)oc2c(C)c(OCC(=O)N3CCC[C@@H]3C(=O)O)ccc12	-15%	-2%	3%	3%	1%	93%[activator]	-2	-10%	9%
COc1ccc(C)cc1S(=O)(=O)N(CC(=O)O)c1ccc(F)cc1	6%	-2%	11%	-1%	-5%	1%[57.1 µM]	-4	-1%	13%[57.1 µM]
Cc1ccc(-c2noc(C3CCCN(C(=O)C4CCCCC4)C3)n2)o1 (stereo unspecified)	3%	-5%	-25%	0%	4%	5%[57.1 µM]	-7	-8%	?
COc1ccc(OC)c(/C=C2\Oc3cc(OCC(=O)N4CCC[C@H]4C(=O)O)ccc3C2=O)c1	-12%	-1%	?	3%	-3%	?	-1	-22%	-35%
CCOc1ncccc1C(=O)N1CCN(c2ccc(C(F)(F)F)cn2)CC1	1%	8%	3%	3%	-3%	-2%[57.1 µM]	-1	-14%	16%[57.1 µM]
CC(=O)c1sc(NC(=O)C2CSC3(C)CCC(=O)N23)nc1-c1ccccc1 (stereo unspecified)	7%	-10%	-12%	-8%	-3%	-8%	-5	-14%	-12%
C/C(CC(=O)Nc1ccc(N(C)C)cc1)=N\NC(=O)c1ccc([N+](=O)[O-])cc1Cl	3%	6%	?	-10%	1%	-9%	4	-11%	-3%[57.1 µM]
